High-throughput results as filed in PubChem.
LDHA inh – qHTS assay for inhibitors of human lactate dehydrogenase; L-lactate dehydrogenase A chain (Homo sapiens), P00338; purified LDHA, NADH/diaphorase-resazurin fluorescence; stronger effect = lower value; activity change, % (values are at about 110 or 230 µM); hit rate 0.15% among 480,000; AID 1347041, 2019; in the data active = activity change below about -30%; inconclusive = mostly about -25% to -30%;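 note: plate controls were DMSO wells for no effect and wells without enzyme for full effect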
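Resorufin fluorescence (ex540/em590), read at 0 and 20 min after diaphorase/resazurin addition, reports the NADH left after a 5 min room-temperature reaction of 2 nM human LDH5 with 0.06 mM NADH and 0.2 mM pyruvate.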
* marks the source's active call; other numbers are inactive results; ? = inconclusive. An excerpt; count on the stated rates, not on these rows.

SMILES,LDHA inh
CCOc1ccc(NC(=O)C(C)O)c(N)c1 (centres undefined),6.1
CC(=O)N1CCc2cc(S(=O)(=O)N3CCN(S(=O)(=O)c4c(F)cccc4F)CC3)ccc21,-5.1
Cc1cccnc1NC(=O)c1cnc2ccccc2n1,3.5
O=C(Nc1cccc(-c2nnnn2C2CC2)c1)c1c2c(nc3ccccc13)CCC2,1.3
Cc1cc(SCc2c(F)c(F)c(F)c(F)c2F)nc2ccccc12,-0.6
CC(C)(C)CC(=O)NCC(=O)O,9.9
CC/C=C(/C)C(=O)N1CCC(C(=O)O)CC1,-0.5
COc1cccc(-c2nnc(SCC3CCOCO3)n2-c2ccc(C)cc2)c1 (centres undefined),8.1
O=C(c1cccs1)N(Cc1ccc2[nH]ccc2c1)C1CC1,-0.1
O=[S+]([O-])(c1ccc2c(c1)OCCO2)N1CCN([S+](=O)([O-])c2ccc(F)cc2Cl)CC1,-2.1
Nc1nc2ccc([N+](=O)[O-])cc2[n+]([O-])n1,35.7
Cc1ccc(Cl)cc1NC(=O)c1cc(=O)[nH]c2ccc(S(=O)(=O)N3CCOCC3)cc12,-5.3
Cc1c(CC(=O)NCCCN2CCOCC2)c(=O)oc2cc(O)ccc12,1.6
Cc1oc(-c2ccccc2)nc1C12CC3CC(CC(C3)C1)C2,-1.0
CCOC(=O)c1sc2nc(CN(C)Cc3ccccc3)[nH]c(=O)c2c1C,1.6

Reprinted from the part before: 5 compounds; new compounds follow.
SMILES,LDHA inh
Nc1nc2ccc([N+](=O)[O-])cc2[n+]([O-])n1,35.7
Cc1ccc(Cl)cc1NC(=O)c1cc(=O)[nH]c2ccc(S(=O)(=O)N3CCOCC3)cc12,-5.3
Cc1c(CC(=O)NCCCN2CCOCC2)c(=O)oc2cc(O)ccc12,1.6
Cc1oc(-c2ccccc2)nc1C12CC3CC(CC(C3)C1)C2,-1.0
CCOC(=O)c1sc2nc(CN(C)Cc3ccccc3)[nH]c(=O)c2c1C,1.6
Cc1oc(-c2ccccc2)nc1C(=O)Nc1nc(CC(N)=O)cs1,-24.3
Cc1ccc2oc(C(=O)NCC(c3cccs3)N3CCCCC3)cc(=O)c2c1 (centres undefined),-0.4
CCNC(=O)c1ccccc1N,-2.4
OCc1nc2ccccc2n1CC(O)COc1c(Cl)cccc1Cl (centres undefined),-3.3
O=C1CCN=C(S/C(=C/c2ccc(Cl)cc2)C(=O)O)N1,2.2
Cc1cccc(-n2c(SCC(=O)NC(C)c3cc4ccccc4o3)nnc2N2CCOCC2)c1 (centres undefined),-6.1
COCc1c(C(=O)N2CCC(C(=O)Nc3ccc4c(c3)OCO4)CC2)oc2ccccc12,-14.3
Cc1oc(-c2ccc(C(=O)NCc3cccnc3)cc2)nc1CS(=O)(=O)c1ccccc1,6.6
CC(NC(=O)C12CC3CC(CC(Cl)(C3)C1)C2)c1ccc(Cl)cc1 (centres undefined),0.4
Cc1nc2ccccc2nc1SCC(=O)N1CCCCC1,0.3
N#Cc1ccccc1NC(=O)CN1CCN(S(=O)(=O)c2cccs2)CC1,0.0
COC(=O)[C@@]12C[C@@H](CC(=O)NCc3ccc(OC)c(OC)c3)C(=O)N(CCc3ccc(OC)c(OC)c3)C1=CCC(C)(C)C2,7.1
N#CCCn1cc(C(=O)Nc2ccccc2Cl)c(-c2cccs2)n1,-0.8
CCOC(=O)/C(C#N)=C\C1=C(N2CCOCC2)C(=C/c2ccccc2)/CC1,15.1
CCC(C)NC(=O)C1=Cc2sc3c(c2CS1)CCCC3 (centres undefined),8.3

The list continues.
SMILES,LDHA inh
COC(=O)c1ccc(OCC(O)CN2CCCN(c3ccc(C(F)(F)F)cn3)CC2)cc1 (centres undefined),12.2
O=C(CSc1nc(Cl)nc2nc[nH]c12)Nc1ccc(Cl)cc1,0.8
Clc1ccc(-c2noc(CNC3CCCCC3)n2)cc1,4.6
CC(C)(C)c1ccc(/C=N/Nc2ccc(S(N)(=O)=O)cc2[N+](=O)[O-])cc1,-20.8
Cc1n[nH]c(C)c1Br,-2.2
Cc1ccc(N(C(C)C(=O)Nc2ccc(C)c(Cl)c2)S(C)(=O)=O)cc1C (centres undefined),7.1
O=C(Nc1cccc(-c2nnnn2C2CC2)c1)C1CC=CCC1 (centres undefined),1.7
Cc1ccc(-c2ncc(CCNC(=O)c3ccccc3)[nH]2)cc1,-6.0
Cc1ccc(C2C3=C(CCCC3=O)Nc3nc(SCCC(C)C)[nH]c(=O)c32)o1 (centres undefined),?
CCc1ccccc1NC(=O)CN(C)C(=O)C1CCN(c2ccc(C#N)cn2)CC1,-8.6
CC1CCN(C(=O)CN(C)CC(=O)Nc2c(Cl)cccc2Cl)CC1,-11.7
CCCCCCc1ccc(-c2ccc(C(=O)OCC)cc2)nc1,-2.2
O=C(CSc1nnc(-c2cccc(S(=O)(=O)N3CCCCC3)c2)o1)c1ccccc1,-0.8
CCOc1ccc(NC(=O)c2ncoc2-c2cccs2)cc1,2.2
O=C(NCCc1ccc(C(F)(F)F)cc1)c1cccnc1,-3.6

Other structures follow:
SMILES,LDHA inh
COc1cc(C#N)ccc1OCc1ccccc1Cl,2.3
Cc1ccc(CN(C)C(=O)c2cc3c(F)cccc3[nH]2)o1,9.9
CC(=O)NC(Nc1ccc2ccccc2c1)C(Cl)(Cl)Cl (centres undefined),13.7
CCc1ccc(OC(=O)c2ccc(OC)c(I)c2)cc1,6.3
N#Cc1ccccc1Sc1ccccc1C(=O)OCC(=O)Nc1ccc(N2CCOCC2)cc1,1.1
CC(C)NC(=O)CNC(=O)c1n[nH]c(=O)c2ccccc12,-0.7
O=C(Nc1ccccc1SC1CCCC1)C1CCCC1,1.5
COC(=O)c1ccc(CNC(=O)NCc2coc(-c3cccs3)n2)cc1,5.1
Cc1nn(CN2CCN(S(=O)(=O)c3ccccc3Cl)CC2)c(=O)c2ccccc12,3.1
CCN(CC)c1ccc2nnc(CCC(=O)N3CCC(C)CC3)n2n1,-3.5
Cc1c(CC(=O)NCc2ccccc2)c(=O)oc2cc(O)c(Cl)cc12,0.7
C=CCOC(=O)Nc1nc(CCNC(=O)OC(C)(C)C)c(C(=O)OC)s1,0.0
O=C(c1ccccc1)c1ccccc1NC(=O)c1cc2ccccc2oc1=O,4.6
COc1cc(NC(=O)N2CCC3(CC2)N=C(c2cccc(Cl)c2)C(=O)N3)cc(OC)c1OC,7.5
CC(C)OC(=O)C(CC(=O)O)N1CCCC1 (centres undefined),-19.8

Continuation.
SMILES,LDHA inh
CCOC(=O)C1CCC(CNC(=O)Nc2c(NC3CCCC3)c3ccccc3oc2=O)CC1 (centres undefined),-11.6
COc1ccccc1-c1c(C)oc2cc(OC(=O)c3ccccc3)ccc2c1=O,-3.1
CN(Cc1cccc(F)c1)C(=O)CCNC(=O)Nc1ccccc1,-0.8
CCOc1ccccc1NC(=O)c1nnn(-c2cccc(C(F)(F)F)c2)c1N,2.4
O=C(OCC#CCSc1nnc(-c2ccc(F)cc2)o1)c1ccc(F)cc1,2.0
Cc1ccc(CNC(=O)CCc2ncc(-c3c(F)cccc3F)o2)cc1,-1.8
CCNC(=O)C[C@@H]1CC[C@@H]2NC[C@@H](O)COC[C@H]2O1,-6.7
O=C1C(=O)N(C2CCCC2)C(=O)N1Cc1ncc(-c2ccc(Cl)cc2)o1,7.0
CCN(Cc1ccc(Cl)s1)C(=O)c1cnccn1,-1.9
O=c1c2ccccc2c(-c2ccccc2)nn1-c1cc(N2CCN(CCO)CC2)ccc1[N+](=O)[O-],-0.6
CC(C)c1ccc(/C=C(/C(=O)O)c2cccs2)cc1,-15.4
COCCn1cnc2c1c(=O)n(Cc1ccccc1)c(=O)n2CC(C)C,-8.4
Cc1ccc(-c2cc(C(=O)Nc3nnc(C4CC4)s3)c3ccccc3n2)o1,2.7
CN(c1ccccc1)S(=O)(=O)c1cc(C(=O)Nc2nnc(C3CC3)s2)ccc1Cl,1.1
CCCCCCCNC(=O)CCNC(=O)c1ccccc1,2.0

The results go on:
SMILES,LDHA inh
O=C1NC(=O)/C(=C/c2c(OCc3ccc(C(=O)O)cc3)ccc3ccccc23)N1,0.4
Fc1ccc(CCNC(=S)NC2CC2)cc1,1.4
COc1c(Br)cc(Br)cc1/C=C(\C#N)c1nc2ccccc2[nH]1,7.7
Fc1cccc(CSc2ncnc3nc[nH]c23)c1,-8.3
COc1cccc(-c2oc3c(c2-c2ccc(Br)nc2)C(O)CCC3)c1 (centres undefined),0.6
COC(=O)CCCn1c(C)cc(C(=O)COC(=O)c2nccnc2N)c1C,-15.5
Cc1oc(-c2ccccc2)nc1CC(=O)Nc1cc(Cl)ccc1F,1.8
COc1ccc(C2CCCN2C(=O)NCCn2ccnc2)c(OC)c1 (centres undefined),-0.9
O=S(Cc1cccc(C(F)(F)F)c1)Cc1ccc(Cl)cc1Cl (centres undefined),-3.9
Cc1oc(-c2ccccc2)nc1C(=O)OCC(=O)NC(C)C(C)C (centres undefined),-0.5
CCN(CC(=O)NC(=O)NC1CC1)C(C)c1ccc(C#N)cc1 (centres undefined),-5.3
CCCCCCCCCCCCS(=O)(=O)CC(Cl)CO (centres undefined),-23.1
CCOC(=O)[C@]12CCCC=C1N(CCc1ccc(OC)c(OC)c1)C(=O)[C@H](CC(=O)N1CCSCC1)C2,5.6
CCC(=O)Nc1c(C(=O)Nc2ccc(F)cc2)oc2ccccc12,1.7
Cc1cccc(Cn2c(NCCCN3CCOCC3)nc3c2c(=O)[nH]c(=O)n3C)c1,-0.4

Later entries.
SMILES,LDHA inh
O=C(CSCc1coc(-c2ccc(Cl)cc2)n1)NCCc1ccccc1,1.1
CC(C)NC(=O)CCn1cnc2sc3c(c2c1=O)CCCC3,1.9
CCOC(=O)c1cc2n(n1)CC(C)(C(=O)NC1CCCC1)N(c1ccc(C)c(F)c1)C2=O (centres undefined),5.3
COC(=O)c1[nH]c2ccc(F)cc2c1NC(=O)CCN1CCC(C)CC1,6.8
CCCN1CCN(c2cc(C(=O)O)c3cc(NC(=O)c4ccccc4C)ccc3n2)CC1,-4.4
CCOC(=O)Cc1ccc(C(=O)/C=C/c2ccc(Cl)cc2)cc1,4.5
CCOc1ccc(C(=O)NCc2coc(-c3cccs3)n2)cc1,4.7
Cn1c(=O)c2c(ncn2CC(=O)N2N=C(c3ccc(Cl)cc3)CC2c2ccco2)n(C)c1=O (centres undefined),4.6
Cc1ccc(-c2cnc(CCC(=O)Nc3cc(Cl)c(N)c(Cl)c3)o2)cc1C,7.4
CCCN1CCN(c2nc3c(c(=O)[nH]c(=O)n3C)n2Cc2ccccc2C)CC1,8.6
COc1ccc(Br)cc1-c1nc(C)c(C(=O)Nc2ccccc2)s1,9.9
CONC(=O)Cc1ccc(OC)cc1,-11.3
COc1ccc(NC(=O)CSC2=NC3(CCCCC3)Nc3ccccc32)cc1Cl,6.1
Cc1ccccc1OCCN(C)Cc1cc(=O)oc2c(C)c(O)ccc12,0.1
COc1ccc(-c2cnn3c2NC(=O)CC3C(=O)Nc2ccc(F)c(Cl)c2)cc1OC (centres undefined),3.7

Additional results:
SMILES,LDHA inh
O=C(NC(NC(=O)c1cccnc1)c1ccc(Cl)cc1)c1cccnc1,0.2
Cc1nn(C)c2ncc(NC(=O)CCc3ncc(-c4ccc(F)cc4F)o3)cc12,5.2
O=C(O)c1cc(Cl)ccc1F,-3.3
CC(C)c1ccc(NC(=O)CN2C(=O)C(c3ccccc3)=NC23CCCCC3)cc1,1.6
Cc1ccc(C(=O)Nc2ccc(CC(=O)N3CCOCC3)cc2)cc1F,-14.6
CCOC(=O)N1CCC(NC(=O)c2cc3c(OC)cccc3[nH]2)CC1,8.6
CCc1c(C)sc2nc(NC(CC)CO)n3nc(-c4ccco4)nc3c12 (centres undefined),-2.9
CC(C)(C)NC(=O)C1c2ccccc2OCC(=O)N1Cc1cccnc1 (centres undefined),1.8
O=C(Nc1ccc2nc(N3CCN(C4CCCCC4)CC3)cc(C(=O)O)c2c1)c1ccc(Cl)cc1,-21.8
CCCOC(=O)COc1ccc2c(=O)c(Oc3cc(C)c(Cl)c(C)c3)coc2c1,-6.6
CN(Cc1ccc(C(=O)NCC(F)(F)F)cc1)C(=O)Nc1ccccc1,4.2
COc1ccc2c(CCNC(=O)C3CCN(c4nc(Cl)nc5nc[nH]c45)CC3)c[nH]c2c1,4.3
COc1ccc(NC(=O)C(CC(C)C)N2Cc3ccccc3C2=O)cc1Cl (centres undefined),-4.3
C[C@H](NC(=O)C(=O)Nc1cccc(C(=O)c2nccn2C)c1)c1ccccc1,6.5
O=C(NCC1CCN(Cc2ccccc2)CC1)[C@H]1O[C@@H](n2ccc(=O)[nH]c2=O)[C@H](O)[C@@H]1O,-7.0

Carrying on:
SMILES,LDHA inh
CCCCCC(=O)N/N=C(/C)c1cccc(NC(=O)c2ccc(Cl)cc2)c1,-2.0
Fc1ccc(F)c(CNCc2cccnc2-n2cccn2)c1,-0.1
Cc1cccc(CN2CCC(CNC(=O)c3cnc(N4CCOCC4)c4ccccc34)CC2)c1,-4.0
CCCCCCOC(=O)CC(C(=O)OCCCCCC)S(=O)(=O)O (centres undefined),1.9
O=C(NNC(=O)C1CCCCC1)c1cccc2cccnc12,7.7
CCC(C)NS(=O)(=O)c1c(C)cc(N2C(=O)CCS2(=O)=O)cc1C (centres undefined),-15.2

Sorted by length of the SMILES (rising): part of the list above
SMILES,LDHA inh
Fc1ccc(F)c(CNCc2cccnc2-n2cccn2)c1,-0.1
O=C(NNC(=O)C1CCCCC1)c1cccc2cccnc12,7.7
CCC(C)NS(=O)(=O)c1c(C)cc(N2C(=O)CCS2(=O)=O)cc1C (centres undefined),-15.2
